Bioassay records: PubChem BioAssay, several laboratories
iPSC survival up: hiPSC single-cell survival enhancement | 360,000 tested, 0.044% active | survival enhancement, % at 20 µM | ATPlite luminescence; 100% = ROCK inhibitor wells, 0% = DMSO; in the data active means survival enhancement above about 18%;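 further: cells exposed to compounds for 16 hours before the ATP read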
Cardio protect: myocardial damage modulation in H9c2 cells | H9c2 cardiomyocytes, H2O2 injury protection, ATPLite, 2 h | protection from H2O2 cell death, % at 20 µM | 360,000 tested, 0.63% active;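 active means compounds giving at least 50% protection of heart cells from peroxide-induced death in the single-dose screen, raw or plate-pattern-corrected value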;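 further: 0% = DMSO wells with peroxide and 100% = DMSO wells without peroxide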
TRPM1 prom inh: inhibitors of MITF-driven TRPM1 promoter in melanoma cells; AID 488899; SK-MEL-5 TRPM1 promoter luciferase, 24 h; inhibition, % at 12.5 µM; 330,000 tested, 0.83% active;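 active means mean inhibition across replicates of 60% or more, whatever share of single replicates reaches that level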; further: values of inactives mirror those of a sister screen read the other way
NR2E3 ag-1: agonists of human NR2E3 nuclear receptor | AID 602229 | 360,000 tested, 0.35% active | Q9Y5X4 | inhibition of corepressor binding, % at 3.98 µM | CHO-S Gal4-NCOR/VP16-NR2E3 two-hybrid, luciferase;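 active means inhibition above the mean of all tested compounds plus 3 SD, cut at about 70% in these data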;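 further: 0% = DMSO with NR2E3 transfected cells and 100% = cells lacking NR2E3 construct; higher means lower luciferase signal from less NR2E3 corepressor binding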
Target sequence (Q9Y5X4 whole entry, looked up, the tested form may be a part): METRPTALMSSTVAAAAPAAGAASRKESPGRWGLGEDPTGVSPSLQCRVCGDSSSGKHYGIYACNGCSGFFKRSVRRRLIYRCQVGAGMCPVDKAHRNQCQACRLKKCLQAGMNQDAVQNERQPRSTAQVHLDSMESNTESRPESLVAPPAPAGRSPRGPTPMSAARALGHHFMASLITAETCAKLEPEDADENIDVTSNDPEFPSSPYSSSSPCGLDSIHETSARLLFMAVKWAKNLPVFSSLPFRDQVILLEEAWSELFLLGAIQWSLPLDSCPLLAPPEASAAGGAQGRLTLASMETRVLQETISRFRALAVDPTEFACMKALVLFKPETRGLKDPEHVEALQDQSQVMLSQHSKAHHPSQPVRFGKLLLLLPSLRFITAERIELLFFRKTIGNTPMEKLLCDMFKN
PDI inh: blocks human protein disulfide isomerase activity. inhibition, % at 10 µM. PDI insulin aggregation turbidity, A650, 90 min. P07237. 350,000 tested, 0.052% active;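 active means mean inhibition across replicates of 30% or more, whatever share of single replicates reach that level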;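 further: absorbance from insulin aggregation driven by PDI reduction with DTT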
Target sequence (P07237 whole entry, looked up): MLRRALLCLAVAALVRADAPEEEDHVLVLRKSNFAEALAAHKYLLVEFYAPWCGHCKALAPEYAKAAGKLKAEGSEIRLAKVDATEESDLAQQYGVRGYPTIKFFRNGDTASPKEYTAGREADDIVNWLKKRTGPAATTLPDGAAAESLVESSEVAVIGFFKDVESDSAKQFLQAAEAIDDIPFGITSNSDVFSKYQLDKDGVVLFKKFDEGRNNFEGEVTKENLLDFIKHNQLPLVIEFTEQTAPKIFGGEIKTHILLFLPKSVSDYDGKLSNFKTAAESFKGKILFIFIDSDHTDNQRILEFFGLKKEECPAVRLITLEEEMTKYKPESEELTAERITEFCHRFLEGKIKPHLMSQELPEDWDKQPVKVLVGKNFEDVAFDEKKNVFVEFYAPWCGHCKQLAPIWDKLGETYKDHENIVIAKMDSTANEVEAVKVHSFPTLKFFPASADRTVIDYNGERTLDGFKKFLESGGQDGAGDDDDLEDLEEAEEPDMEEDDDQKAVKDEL
Peg3 promoter: inhibitors of Peg3 promoter | AID 588405 | inhibition, % at 20 µM | HeLa PEG-Prom luciferase reporter, luminescence, overnight | 360,000 tested, 1.7% active;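 active means inhibition of at least 50% at 20 µM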
HTR2A ag: mouse HTR2A agonism via beta-arrestin recruitment; 360,000 tested, 0.66% active; P35363; CHO-K1 mHTR2A beta-arrestin complementation, luminescence; percent of 30 µM serotonin response; activation, % at 7.6 µM;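 active means activation above a run cutoff, the mean activation of all tested compounds plus 3 SD, cut at about 14% in these data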;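 further: 0% = plate median of compound wells and 100% = 30 µM serotonin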
CaV13 FRET inh: Disruptors of the CACNA1D IQ motif to Ca2+-dependent inactivation inhibitor domain association, primary screening, Förster resonance energy transfer in intact living …; HEK cells, CFP/YFP FRET ICDI-IQ, plate reader, 10 min; percent FRET-ratio fall versus neutral wells; inhibition, % at 12.3 µM; 340,000 tested, 0.098% active; AID 743397;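 active means mean replicate inhibition of at least 30% and at least 1% of replicates passing that level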;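 further: 0% = median of the neutral control wells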
Shn3 inh set2: Schnurri-3 reporter inhibition in Clone20 osteoblasts. AID 588674. 360,000 tested, 0.52% active. Clone20 osteoblast Shn3 3'UTR firefly luciferase, 24 h. inhibition, % at 12.5 µM;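 active means mean inhibition of at least 75% with every replicate also reaching 75%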;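 further: 0% = median of neutral control wells and 100% = pilot-screen positive control compound; some compounds past the cut are filed as inactive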
NR2E3 ag-2: NR2E3 (human) agonism; 320,000 tested, 0.12% active; AID 2300; Q9Y5X4; inhibition of corepressor binding, % at 4.78 µM; GST-NR2E3/biotin-RetCOR TR-FRET, 1536-well;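 active means percent inhibition above the cutoff of mean plus 3 SD of all tested compounds, set per screening campaign, cut at about 20% in these data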;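 further: 0% = DMSO wells and 100% = biotin wells as full block of FRET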
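Material: NR2E3–RetCOR corepressor complex / Incubation: Compound–protein incubation for 5 h at 4 °C / Dosing: compound at 4.8 µM, single dose / Detection: time-resolved FRET / Benchmarks: high control biotin, low control 0.6% DMSO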
HIF-2a block: inhibitors of HIF-2a | inhibition, % at 18.8 µM | 360,000 tested, 0.72% active | 786-0 RCC cells HIF-2a reporter, luciferase luminescence, overnight;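 active means inhibition of the luminescence signal of 40% or more relative to plate controls, in a single-dose primary screen at 18.75 µM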
* hit, by the source's call; nt = not tested or not shown.

canonical_smiles,iPSC survival up,Cardio protect,TRPM1 prom inh,NR2E3 ag-1,PDI inh,Peg3 promoter,HTR2A ag,CaV13 FRET inh,Shn3 inh set2,NR2E3 ag-2,HIF-2a block
c1ccc(-c2n[nH]nc2-c2ccccc2)cc1,1.7,-1,9,-4,4,7,-7,-9,1,2,1
CC(C(=O)O)N1C(=O)/C(=C/C=C/c2ccco2)SC1=S (centres undefined),7.8,0,3,-48,9,21,1,-5,-3,13,7
O=C(O)c1nn(CCSc2ccccc2F)c(=O)c2ccccc12,-0.5,25,-5,-26,0,-18,0,-5,-14,2,-41
CCc1ccccc1NC(=O)CSc1n[nH]c(C)c1[N+](=O)[O-],5.1,-9,1,12,0,10,-3,-2,8,-1,9
O=C(COC(=O)c1cccnc1)Nc1ccc(F)cc1,3.3,5,0,-22,-1,9,-2,-4,-14,2,17
CC(=O)c1ccc(C(=O)N(CCN(C)C)c2nc3c(Cl)cccc3s2)cc1,2.6,1,-4,6,-3,2,-2,8,0,2,-1
O=C(NC1CCCCC1)C(c1ccc(F)cc1)N(CCc1ccccc1)C(=O)CN1C(=O)c2ccccc2S1(=O)=O (centres undefined),-0.9,31,64*,-4,-11,79*,2,-5,23,2,0
Nn1c(SCc2cccc(Cl)c2)nnc1-c1ccncc1,0.3,-1,5,-3,-9,6,4,-5,9,3,12
N#Cc1cccc(OCC(=O)NC(=O)NCc2ccccc2)c1,-3.6,4,14,-8,2,21,-2,-4,10,-2,14
COC(=O)c1c(C)oc(C)c1S(=O)(=O)Nc1ccccc1,0.6,2,-9,-3,-6,13,2,-21,-1,4,15
COc1ccc(CNC(=O)c2cccc3c(-c4cccnc4)coc23)cc1OC,-2.5,-10,nt,97*,3,19,3,-5,88*,nt,6
CN(C)c1ccc(C(=O)NC2(N3CCC3=O)CCCC2)cc1,-0.3,9,-15,-30,0,-10,-3,-6,-29,-2,-32
O=C(CC(c1ccc(F)cc1)c1ccco1)N1CCCC1 (centres undefined),6.4,4,2,-5,-3,4,-2,-6,6,1,-8
O=C(CN(C1CCCCC1)S(=O)(=O)c1ccc(F)cc1)Nc1ccc2c(c1)OCO2,-3.1,-3,-12,-7,0,-9,-5,-5,-15,6,-14
CCOc1ccc(CC(=O)C2C(=O)CCCC2=O)cc1OCC,-0.3,28,0,0,6,12,4,nt,1,-1,3
C=CCc1cccc(C=Nc2cccn3cc(-c4ccccc4)nc23)c1O,-0.4,-2,-35,6,4,-83,9,-2,-53,-4,-203
Cc1nn(-c2ccccc2)c(C)c1C(=O)NCc1ccccc1F,-0.4,-6,3,-11,8,1,-2,-5,4,5,1
CCN1C(=O)C(CC(=O)Nc2ccc(OC)cc2)N(CCc2ccccc2F)C1=S (centres undefined),-0.2,-5,-11,4,5,7,-4,-20,7,0,-5
CCOc1cc(C)c(Cl)cc1S(=O)(=O)NC1CC(C)(C)NC(C)(C)C1,-0.8,6,-2,-12,-5,6,-1,-4,-6,-2,1
Cc1cnc(NS(=O)(=O)c2ccc(N)cc2)nc1-c1ccccc1O,-1.9,-1,nt,10,-3,12,-2,-7,15,nt,16
O=C1CC(c2ccccc2F)c2cc3c(cc2N1)CCC3 (centres undefined),-2.1,-10,33,-31,4,28,1,-6,22,1,18
COCC(=O)Nc1ccc2c(c1)OCC(=O)N2Cc1ccc(C)cc1,-0.6,-2,-1,-1,0,-27,1,-6,-2,-1,-44
COc1cccc(OCc2cc(C(=O)N3CCN(c4ccccc4O)CC3)no2)c1,-0.5,4,-92,-95,0,-233,6,-14,-55,-2,-196
O=C(NC1CCCCC1)N1CCCC1,0.7,1,-7,2,-3,-9,0,-4,-12,-1,13
CCN(CC)c1ccc(NC(=O)CC2Oc3ccccc3NC2=O)c(C)c1 (centres undefined),0.0,-1,7,-16,-7,0,-3,9,5,-8,14
CCCCC(=O)O[C@]1(C(=O)CO)CC[C@H]2[C@@H]3CCC4=CC(=O)CC[C@]4(C)[C@H]3[C@@H](O)C[C@@]21C,-1.2,6,-10,-2,-5,-6,-3,-5,19,3,12
COc1cc(/C=C(/C#N)c2nc3ccccc3[nH]2)ccc1OC(=O)c1ccco1,-1.6,2,-39,-60,5,-116,0,-7,-76,-1,-250
Nc1c(-c2ccc3c(c2)OCCO3)oc2ccccc2c1=O,-0.4,-6,-53,-83,-1,-274,3,-7,-80,-1,-255
CC1CCC(NC(=O)c2ccc(S(C)(=O)=O)cc2)CC1 (centres undefined),-0.3,-5,-10,-38,5,-66,5,-3,-3,1,-67
Cc1c(OC(C)C(=O)NCC(O)c2ccccc2)ccc2c3c(c(=O)oc12)CCCC3 (centres undefined),-0.3,-3,2,-1,-2,11,-6,-13,7,0,-3
COCCN(Cc1ccc(OC)cc1)c1c(C)nc2ccc(C(=O)NCCc3c[nH]c4ccccc34)cn12,-1.1,39,nt,-19,5,40,-3,-6,-4,nt,12
COCCNC(=O)C1CCCN(C(=O)c2ccc3sccc3c2)CC1 (centres undefined),5.2,2,nt,-11,-9,-1,-2,-9,-18,nt,6
O=C1C(=Cc2cccn2-c2ccc(O)cc2)C(=O)c2ccccc21,-0.8,1,-2,-17,-2,8,2,-6,-10,-4,15
Cc1cc2ncn(CCC(=O)NC(C)(C)C)c2cc1C,-0.4,1,-3,-2,5,-9,1,-5,-3,3,12
CCC1Sc2ccc(S(=O)(=O)CCC(=O)Nc3ccccc3Br)cc2NC1=O (centres undefined),0.0,0,2,-10,0,-54,-1,-14,9,-2,17
COCCN1CCN(C(=O)c2ccc3oc(CCc4ccccc4)nc3c2)CC1,-0.5,-1,-22,-50,6,-45,-9,-5,0,0,-83
O=C(CCCn1cncn1)N1CCCC(N2CCN(c3ccc(F)cc3)CC2)C1 (centres undefined),-0.4,0,10,-25,-13,10,-5,-6,0,1,-3
CC1(Cc2cccc(C(F)(F)F)c2)C(=O)Nc2ccc(-c3ccc(F)c(Cl)c3)cc21 (centres undefined),-2.0,-11,nt,9,0,37,5,-5,41,nt,10
COc1ccc(-c2noc(CN(C)C(=O)c3ccc4c(c3)OCO4)n2)cc1OC,0.1,-3,-3,-46,6,10,4,-6,13,1,7
N/C(Cn1cncn1)=N\NC(=O)C(=O)Nc1cccc(C(F)(F)F)c1,0.6,16,-8,-8,1,12,4,-3,0,1,18

Fetched by structure from the list above:
canonical_smiles,iPSC survival up,Cardio protect,TRPM1 prom inh,NR2E3 ag-1,PDI inh,Peg3 promoter,HTR2A ag,CaV13 FRET inh,Shn3 inh set2,NR2E3 ag-2,HIF-2a block
CC1(Cc2cccc(C(F)(F)F)c2)C(=O)Nc2ccc(-c3ccc(F)c(Cl)c3)cc21 (centres undefined),-2.0,-11,nt,9,0,37,5,-5,41,nt,10
COCCNC(=O)C1CCCN(C(=O)c2ccc3sccc3c2)CC1 (centres undefined),5.2,2,nt,-11,-9,-1,-2,-9,-18,nt,6
COCCN(Cc1ccc(OC)cc1)c1c(C)nc2ccc(C(=O)NCCc3c[nH]c4ccccc34)cn12,-1.1,39,nt,-19,5,40,-3,-6,-4,nt,12

Other results follow.
canonical_smiles,iPSC survival up,Cardio protect,TRPM1 prom inh,NR2E3 ag-1,PDI inh,Peg3 promoter,HTR2A ag,CaV13 FRET inh,Shn3 inh set2,NR2E3 ag-2,HIF-2a block
COc1ccccc1N(Cc1ccccc1)S(=O)(=O)c1cccc(C(=O)N2CCCCC2)c1,1.3,8,12,11,-2,15,-14,-5,4,nt,20
CC(C)C(=O)NS(=O)(=O)c1ccc(NS(C)(=O)=O)cc1,-0.4,4,-6,-10,4,11,-4,0,4,2,11
CC(=O)Nc1cccc(NC(=O)CSc2nn3c(=O)c(C)nnc3s2)c1,-1.0,0,-8,-29,9,-1,8,-5,0,0,7
S=C(NCc1ccc2c(c1)OCO2)NCc1ccco1,0.0,4,0,-27,-2,-2,4,-18,2,4,-27
COC(=O)c1c(NS(C)(=O)=O)sc2c1CCCC2,1.7,18,5,3,5,4,-4,-1,2,1,13
COc1ccc(NC(=O)C2(C)Cc3c(-c4ccc(N(C)C)cc4)ccnc3O2)cn1 (centres undefined),3.7,12,nt,-21,3,37,-2,-6,-7,nt,8
O=C(O)c1cccc(-n2cccc2/C=C2\SC(=O)N(Cc3ccccc3F)C2=O)c1,2.2,0,6,10,9,18,0,-5,9,-1,12
CN=C(c1ccc(C)cc1)n1c(=S)nc(-c2ccc(C)cc2)n(C)c1=S,1.9,-8,-1,-73,-14,-38,15*,-4,-91,4,-172
CCNC(=S)N1CCCC(c2nc3ccc(C)cc3[nH]2)C1 (centres undefined),2.3,-3,3,-24,-4,-20,-3,-6,-3,-1,-19
CC#CC[N+](C)(C)CCCCCCCCCC,-0.4,-8,31,7,2,15,-2,-4,nt,0,28
CN(C(=O)CC1C(=O)NCCN1Cc1ccc(F)c(F)c1)C1CCOCC1 (centres undefined),3.1,2,2,3,-2,5,0,-5,-8,5,18
O=C(NCc1ccccn1)c1cc(-c2ccc(Br)cc2)nc2ccccc12,5.3,3,-25,-3,-5,-24,-1,-1,-12,1,-67
O=C(C[C@@H]1C/C=C\CC[C@@H](Cc2ccc(F)cc2)C(=O)OC[C@@H]2CCCN2C1=O)NCCO,1.8,2,-4,-10,16,7,-4,-11,-26,nt,18
Cc1[nH]c(=O)[nH]c(=O)c1S(=O)(=O)N(C)Cc1ccccc1,0.5,4,-18,-31,4,19,0,nt,-50,4,1
CCC(C)Sc1nc2c(c(=O)n1C)SC(C)C2 (centres undefined),-0.4,-10,nt,-33,nt,8,-5,-5,-3,2,-2
CN(c1ccccc1C(=O)NCc1ccco1)S(C)(=O)=O,-0.1,1,-8,-23,5,13,-4,nt,13,3,-2
CCCCNC(=O)N1CCCC(C(=O)c2cc(C)c(OC)c(C)c2)C1 (centres undefined),-0.4,-7,11,-15,-6,20,1,-3,15,0,28
CCOCCCNC(=O)c1ccc2c(c1)N(CC)C(=O)c1ccccc1S2=O (centres undefined),0.3,5,3,-27,1,19,-8,-4,0,4,19
CCN1CCn2c3c(c4cc(C)ccc42)CCCC31 (centres undefined),-3.0,-29,-16,4,-1,-54,12,-2,-31,-7,-112
CCCCNC(=O)CSc1nnc(-c2ccc(S(=O)(=O)N3CCCC3)cc2)n1C,-1.1,-5,11,-7,-3,-2,-2,-5,6,4,-4
O=C(O)C(Cc1ccc(Cl)cc1)NS(=O)(=O)c1ccc(Cl)cc1 (centres undefined),0.0,-2,0,-17,5,10,-4,-4,-13,0,15
COc1ccc(CNC(=O)C(C)N(Cc2ccccc2OC)C(=O)c2snc(C(N)=O)c2N)cc1 (centres undefined),-0.3,24,nt,-29,13,36,1,-4,4,0,6
O=c1c(=Nc2ccccc2O)c(=O)c2ccccc12,-1.2,-15,-30,27,0,-192,0,-4,-8,-3,-198
